Shn3 inh set2: reduces Shn3 3'UTR luciferase signal in osteoblasts; Clone20 osteoblast Shn3 3'UTR firefly luciferase, 24 h; inhibition, % at 12.5 µM; hit rate 0.52% among 360,000;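 active = mean inhibition of at least 75% with every replicate also reaching 75%; inconclusive = mean inhibition at least 75% but some replicate below; inactive = mean inhibition below 75%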;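 also: 0% = median of neutral control wells and 100% = pilot-screen positive control compound; some compounds past the cut are filed as inactive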
H9c2 protect: modulators protecting cardiomyocytes from myocardial damage. H9c2 cardiomyocytes, H2O2 injury protection, ATPLite, 2 h. protection from H2O2 cell death, % at 20 µM. hit rate 0.63% among 360,000. AID 588492;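 active = compounds giving at least 50% protection of heart cells from peroxide-induced death in the single-dose screen, raw or plate-pattern-corrected value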;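 also: 0% = DMSO wells with peroxide and 100% = DMSO wells without peroxide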
HTR2A ag: agonists of mouse serotonin 5-HT2A receptor (HTR2A); P35363; CHO-K1 mHTR2A beta-arrestin complementation, luminescence; percent of 30 µM serotonin response; activation, % at 7.6 µM; hit rate 0.66% among 360,000; AID 624169;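 active = activation above a run cutoff, the mean activation of all tested compounds plus 3 SD, cut at about 14% in these data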;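 also: 0% = plate median of compound wells and 100% = 30 µM serotonin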
Target sequence (P35363 whole entry, looked up): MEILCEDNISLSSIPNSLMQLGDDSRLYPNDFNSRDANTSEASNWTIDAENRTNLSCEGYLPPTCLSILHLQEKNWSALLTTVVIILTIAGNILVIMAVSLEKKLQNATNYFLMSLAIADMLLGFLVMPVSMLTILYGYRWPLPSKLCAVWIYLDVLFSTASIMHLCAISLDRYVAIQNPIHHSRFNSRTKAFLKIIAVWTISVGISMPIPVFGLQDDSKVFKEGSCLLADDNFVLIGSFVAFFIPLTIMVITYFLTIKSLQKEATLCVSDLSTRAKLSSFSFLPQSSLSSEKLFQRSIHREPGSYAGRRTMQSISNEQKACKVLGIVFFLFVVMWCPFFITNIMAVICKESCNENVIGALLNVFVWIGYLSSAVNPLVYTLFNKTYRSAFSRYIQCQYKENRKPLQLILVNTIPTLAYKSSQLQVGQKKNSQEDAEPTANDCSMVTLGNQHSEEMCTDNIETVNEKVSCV
CaV13 FRET inh: Primary screen for inhibitors of IQ motif and Ca2+-dependent inactivation inhibitor domain binding in CACNA1D, Förster resonance energy transfer in living cells, …; inhibition, % at 12.3 µM; HEK cells, CFP/YFP FRET ICDI-IQ, plate reader, 10 min; percent FRET-ratio fall versus neutral wells; hit rate 0.098% among 340,000;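 active = mean replicate inhibition of at least 30% and at least 1% of replicates passing that level; inconclusive = only one of the two criteria is met; inactive = neither criterion is met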;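 also: 0% = median of the neutral control wells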
Peg3 prom inh: reduces Peg3 promoter-driven luciferase expression in HeLa; HeLa PEG-Prom luciferase reporter, luminescence, overnight; inhibition, % at 20 µM; hit rate 1.7% among 360,000;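 active = inhibition of at least 50% at 20 µM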
MITF TRPM1 inh: MITF TRPM1 promoter inhibition in SK-MEL-5 cells | hit rate 0.83% among 330,000 | SK-MEL-5 TRPM1 promoter luciferase, 24 h | inhibition, % at 12.5 µM;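 active = mean inhibition across replicates of 60% or more, whatever share of single replicates reaches that level; inconclusive = some that reach 60%, reason not given; inactive = mean inhibition across replicates below 60%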; also: values of inactives mirror those of a sister screen read the other way
HIF-2a block: blocks HIF-2a reporter activity. 786-0 RCC cells HIF-2a reporter, luciferase luminescence, overnight. hit rate 0.72% among 360,000. inhibition, % at 18.8 µM. AID 624352;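 active = inhibition of the luminescence signal of 40% or more relative to plate controls, in a single-dose primary screen at 18.75 µM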
iPSC survival up: increases survival of single human iPS cells; hiPSC single-cell survival, ATPlite luminescence; 100% = ROCK inhibitor wells, 0% = DMSO; survival enhancement, % at 20 µM; AID 602274; hit rate 0.044% among 360,000; in the data active = survival enhancement above about 18%;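 also: cells exposed to compounds for 16 hours before the ATP read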
PDI inh: PDI (human) enzyme inhibition | P07237 | PDI insulin aggregation turbidity, A650, 90 min | inhibition, % at 10 µM | hit rate 0.052% among 350,000 | AID 588391;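 active = mean inhibition across replicates of 30% or more, whatever share of single replicates reach that level; inconclusive = mean inhibition below 30% while every single replicate reaches 30%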;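 also: absorbance from insulin aggregation driven by PDI reduction with DTT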
Target sequence (P07237 whole entry, looked up): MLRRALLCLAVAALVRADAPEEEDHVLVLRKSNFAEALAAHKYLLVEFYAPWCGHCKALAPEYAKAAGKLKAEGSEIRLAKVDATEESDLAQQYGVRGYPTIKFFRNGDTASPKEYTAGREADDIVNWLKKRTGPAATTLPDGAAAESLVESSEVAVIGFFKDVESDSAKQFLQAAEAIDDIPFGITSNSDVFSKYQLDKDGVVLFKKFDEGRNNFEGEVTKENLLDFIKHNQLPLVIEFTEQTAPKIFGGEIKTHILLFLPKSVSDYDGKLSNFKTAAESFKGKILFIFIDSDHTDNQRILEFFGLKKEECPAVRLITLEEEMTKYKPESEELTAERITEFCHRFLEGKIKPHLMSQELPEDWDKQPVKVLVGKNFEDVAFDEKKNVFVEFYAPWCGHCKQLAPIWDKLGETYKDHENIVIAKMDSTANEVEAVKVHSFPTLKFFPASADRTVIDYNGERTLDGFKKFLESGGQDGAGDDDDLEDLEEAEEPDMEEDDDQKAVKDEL
NR2E3 ag-1: human photoreceptor-specific nuclear receptor agonism. Q9Y5X4. CHO-S Gal4-NCOR/VP16-NR2E3 two-hybrid, luciferase. inhibition of corepressor binding, % at 3.98 µM. hit rate 0.35% among 360,000. AID 602229;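 active = inhibition above the mean of all tested compounds plus 3 SD, cut at about 70% in these data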;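 also: 0% = DMSO with NR2E3 transfected cells and 100% = cells lacking NR2E3 construct; higher means lower luciferase signal from less NR2E3 corepressor binding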
NR2E3 ag-2: activates human photoreceptor nuclear receptor NR2E3; Q9Y5X4; inhibition of corepressor binding, % at 4.78 µM; hit rate 0.12% among 320,000; GST-NR2E3/biotin-RetCOR TR-FRET, 1536-well; AID 2300;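 active = percent inhibition above the cutoff of mean plus 3 SD of all tested compounds, set per screening campaign, cut at about 20% in these data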;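 also: 0% = DMSO wells and 100% = biotin wells as full block of FRET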
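System: GST-NR2E3 and biotin-RetCOR proteins; probe or stimulus: 7 nM biotin-RetCOR; doses: compound at 4.8 µM, single dose; schedule: Compound–protein incubation for 5 h at 4 °C; detection: time-resolved FRET; read-out: percent inhibition; controls: biotin wells as high control, 0.6% DMSO wells as low control; format: 1536-well plates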
The depositor's hits bear a star; ? = inconclusive; nt = not tested or not shown.

cpd	mol	NR2E3 ag-1	Peg3 prom inh	PDI inh	NR2E3 ag-2	MITF TRPM1 inh	iPSC survival up	Shn3 inh set2	CaV13 FRET inh	H9c2 protect	HTR2A ag	HIF-2a block
1	COc1cc(C(=O)N(C)C2CCCCC2)ccc1OC1CCN(C(C)=O)CC1	0	1	-3	6	-5	-0.3	2	-2	2	7	5
2	O=C(Nc1ccc(S(=O)(=O)NC2=NCCCCC2)cc1)c1ccccc1Cl	20	7	-1	-4	-3	-0.4	-13	-2	-3	0	-3
3	CCOC(=O)C1C(c2ccccc2)C(C(=O)OCC)S(=O)(=O)C(CCN(CC)CC)S1(=O)=O (centres undefined)	-21	6	-2	5	10	-1.4	20	-6	3	3	13
4	CN(C)C(CNC(=O)CCc1nc2sc3c(c2c(=O)[nH]1)CCCC3)c1ccccc1 (centres undefined)	-2	-14	-5	3	-1	-0.4	-6	-7	12	-3	4
5	O=C(c1cccc(C(F)(F)F)c1)N1CCN(CCc2ccccc2)CC1	-15	17	1	0	-3	0.1	7	-6	-1	-12	13
6	COc1ccc(C)cc1-n1c(N)c(C#N)c(C#N)c1-c1ccc(OC)c(OC)c1OC	-18	12	5	-3	8	-1.2	2	-7	-7	-3	17
7	O=C1[C@@H]2CSCN2C(=O)CN1Cc1ccccc1F	-32	2	0	-8	-18	-0.3	-68	-3	-3	1	10
8	Cc1ccc(OCC(=O)Nc2cc(S(=O)(=O)N3CCOCC3)ccc2N2CCCC2)cc1	-10	-14	-5	nt	4	-0.2	-2	-1	9	-2	8
9	O=C(O)CC(c1ccc(C(F)(F)F)cc1)N1Cc2ccccc2C1=O (centres undefined)	-16	6	-3	1	1	0.0	-10	-17	3	6	12
10	CN1C(=O)CC(c2cn(Cc3ccccc3)c3ccccc23)C1=O (centres undefined)	5	23	-10	0	16	1.0	-26	-2	3	0	18
11	Cc1cccc(NS(=O)(=O)c2csc(C(N)=O)c2)c1	19	4	3	0	4	-0.2	10	-16	5	-8	22
12	Cc1ccc(NC(=O)CS(=O)CC(=O)NCC2CCCO2)cc1 (centres undefined)	-6	9	-4	4	11	4.5	-41	-5	6	2	6
13	Cn1ncc(N=Cc2ccccc2)c1C(N)=O	-16	-22	-16	0	-3	0.9	-19	-2	7	1	8
14	COc1ccccc1-c1noc(-c2ccccc2C(=O)NCC2CCCO2)n1 (centres undefined)	4	-8	-2	-1	11	0.4	-1	-2	-2	-1	-14
15	CN(C(=O)CSc1n[nH]c(=O)[nH]c1=O)c1ccccc1	4	-4	-5	nt	nt	0.5	0	-5	2	-1	16
16	O=S(=O)(Nc1ccc(O)c2ccccc12)c1ccc(OC(F)(F)F)cc1	8	-2	-1	1	nt	-0.7	27	-3	-16	1	17
17	C[C@H]1CN([C@@H](C)CO)C(=O)CCCn2nncc2CO[C@@H]1CN(C)Cc1cccc(C(F)(F)F)c1	17	-4	-3	nt	nt	-0.8	-14	-3	2	-4	10
18	O=C(CCc1ccc(S(=O)(=O)N2CCOCC2)cc1)Nc1nccs1	-14	7	2	-1	-2	-0.2	-9	nt	-5	4	1
19	O=C(COC(=O)c1c(Cl)cccc1Cl)Nc1cc(Cl)ccc1Oc1ccccc1	-2	17	-7	4	-5	-1.6	-4	-6	-7	5	20
20	CC(=O)N1CCN(c2ccc(NC(=O)c3ccc4c(c3)OCCO4)cc2Cl)CC1	-33	-84	1	3	-36	-0.1	-10	-2	-5	0	-119
21	Cc1ccc(CNC(=O)Cc2noc3ccccc23)cc1	-48	-123	-8	3	-56	-0.8	-71	4	0	-3	-155
22	C=CCN(Cc1cccc(OC)c1OC)S(=O)(=O)N(C)C	-3	9	-1	1	35	4.4	18	-8	11	-4	2
23	NS(=O)(=O)c1ccc(CNC(=O)/C=C/c2ccco2)cc1	-13	-3	5	3	8	-0.1	nt	-5	4	-3	7
24	Cc1cccc(C)c1N(Cc1ccccc1F)S(C)(=O)=O	5	8	12	5	-15	0.6	11	-13	-2	-2	15
25	COCC(C)n1c(SCC(=O)Nc2cc(C)on2)nc2ccccc2c1=O (centres undefined)	-1	29	-7	nt	-1	-0.1	-7	-5	0	-3	3
26	CC(C)Oc1ccc(C(CC(=O)O)n2cnnn2)cc1 (centres undefined)	3	5	-4	5	-6	-0.8	-2	-7	6	1	11
27	Cc1ccc(Cl)cc1N1CCN(C2CCCCC2NS(=O)(=O)c2ccccc2)CC1 (centres undefined)	-5	18	6	2	-3	-0.3	57	nt	-5	-8	7
28	COCCNC(=S)N(Cc1cc2cc(C)ccc2n2nnnc12)C1CCCC1	-30	15	0	-1	6	0.3	-8	-5	17	1	18
29	CCCCN(C)C(=O)Cn1c(=O)oc2cc(S(=O)(=O)N3CC(C)CC(C)C3)ccc21 (centres undefined)	0	21	-6	7	8	0.5	11	-17	-4	-3	6
30	COc1ccc(NC(=O)c2ccc(-n3cccn3)nc2)c(OC)c1	-13	3	-4	1	-4	-1.1	4	-6	19	-3	-2
31	C/C(=N\NC(=S)NC1CCCCC1)c1ccc(OC(F)F)cc1OC(F)F	9	24	-3	-2	-8	0.0	51	-17	-30	-11	13
32	CCOC(=O)c1ccc(NC(=S)N2CCN(CCNC3=CC(=O)CC(C)(C)C3)CC2)cc1	-12	-1	5	2	6	-1.7	16	-2	-8	4	9
33	CCOc1ccc(-c2ccc(/C=C3/C(=N)N4C=CSC4=NC3=O)o2)c([N+](=O)[O-])c1	-2	33	-7	2	1	1.5	2	-5	-5	4	1
34	Cc1ccc(-c2nc3ccccc3c(=O)n2CCCn2ccnc2)cc1	27	1	3	2	9	-2.5	5	-3	2	1	-2
35	CC(C)N1CC(C(=O)Nc2nc3ccccc3s2)CC1=O (centres undefined)	-21	-11	-5	0	-6	0.0	-12	-3	0	0	-33
36	COc1cccc(-n2c(SCC(=O)NCc3cccs3)nc3ccccc3c2=O)c1	-7	31	-3	2	-2	0.7	16	-3	12	-1	3
37	COc1ccc(-n2c(=O)c3c4c(sc3n3cnnc23)CC(C)CC4)cc1 (centres undefined)	-8	10	0	1	11	4.8	14	-5	6	1	4
38	CC(=O)N1CCC2(CC1)C/C(=N\NC(=S)Nc1ccc(C)cc1)c1cc(O)ccc1O2	-28	-4	6	-5	-8	-0.7	-16	5	4	3	-8
39	CN(CCc1ccccn1)C(=S)Nc1cccc(S(=O)(=O)N(C)C)c1	5	-6	-14	6	8	0.4	10	-4	0	0	3
40	C=CCNS(=O)(=O)c1ccc(OCC(=O)OC)cc1	5	-181	-8	8	-4	2.1	28	-8	10	-1	11
41	FC(F)(F)c1ccccc1/C=N/n1c(C2CCCCC2)n[nH]c1=S	17	19	-3	-3	-7	0.1	-59	-17	-10	-1	26
42	CCOc1ccc(CCNC(=O)COC(=O)/C=C/c2ccc(OC)c(OC)c2)cc1OCC	-11	10	7	-2	-2	0.0	-2	-9	0	2	8
43	COc1ccc(C(=O)c2coc3ccc(O)cc23)cc1	-134	-273	-5	1	-69	-0.7	-77	-20	-10	-2	-134
44	CC(C)(C)NC(=O)c1ccccc1NC(=O)C1CCCO1 (centres undefined)	-8	17	9	-1	0	4.2	1	5	5	4	19
45	COC(=O)C1=C(C)N(C)C(=O)NC1c1cc2c(cc1Br)OCO2 (centres undefined)	-10	0	10	0	21	-0.3	-8	25	5	11	1
46	COc1ccc(N2CCN(C(=O)CCCn3c(=O)[nH]c4ccsc4c3=O)CC2)cc1	-12	5	-2	1	-2	-1.8	-5	-7	2	1	13
47	Cc1ccc(S(=O)(=O)Nc2c3ccccc3nc(=O)n2-c2ccccc2)cc1	7	4	9	5	-8	0.8	1	nt	0	1	-45
48	CCOC(=O)C1CCCN(C(=O)c2ccc(Cn3c(=S)[nH]c4cc(C(=O)OC)ccc4c3=O)cc2)C1 (centres undefined)	-11	-2	4	1	0	-0.8	10	-5	-5	-5	-6
49	O=C(NC(=S)NCCSc1ccccc1)c1cccnc1	-28	-36	-9	0	-4	1.6	-45	-3	5	-3	-88
50	COc1ccc(NS(=O)(=O)c2cccc(NC(=O)c3ccc(S(=O)(=O)N4CCCCCC4)cc3)c2)cc1	83*	40	0	2	15	-0.7	?	nt	-14	-3	14
51	COc1cc(CCN(C(=O)c2cc3ccccc3[nH]2)C(c2ccccn2)c2nc3ccccc3[nH]2)cc(OC)c1 (centres undefined)	-44	-71	nt	nt	nt	1.3	8	-10	4	-3	-97
52	O=C(Nc1ccccc1Cl)Nc1ccccc1Cl	-7	-36	-4	-3	-41	-0.3	-19	-7	-9	0	-57
53	CCCN1CCN(C(=O)C2CCN(c3nnc(C)c4c(C)n(-c5ccc(C)cc5)nc34)CC2)CC1	22	-5	5	-2	16	1.5	-6	-3	14	-4	9
54	Nc1nc(-c2ccccc2)c(-c2ccc([N+](=O)[O-])cc2)s1	-14	48	nt	3	35	-1.2	25	-15	-16	-1	24
55	O=C(CSc1ncnc2c1nnn2Cc1ccc(F)cc1)NC1CCCC1	4	13	6	2	5	-0.5	-2	-3	-3	-4	7
56	COc1ccc(NC(=O)N2CCc3ccccc3C2)cc1	-62	-199	-4	nt	-11	-0.6	-9	-5	-4	3	-183
57	COc1ccc(NC(=O)COc2ccccc2C(=O)NCC(c2ccccc2)N(C)C)cc1Cl (centres undefined)	4	12	-11	3	-15	-0.4	7	-5	12	-3	4
58	COc1cccc(-c2c(C(=O)N/N=C/c3cccnc3)nnn2-c2nonc2N)c1	-26	16	-3	2	-6	1.1	-18	-3	-1	1	19
59	O=C(Nc1c(F)cc(F)cc1Br)c1cc(-c2ccco2)on1	-42	-72	-6	-4	-25	-0.5	-3	-9	-5	3	-62
60	Cc1cccc(OCc2nnc3n2CCCCC3)c1	-17	-7	9	0	4	3.6	-8	-4	2	1	-10
61	CCOc1cc(/C=N\NC(=O)CN2CCOCC2)ccc1OCc1ccc(F)cc1	24	10	-8	-2	5	-0.7	-40	-3	14	-1	19
62	COc1ccc(S(=O)(=O)N2Cc3ccccc3CC2C(=O)N2CCOCC2)cc1OC (centres undefined)	-23	-8	-2	-4	11	11	-3	nt	4	0	5
63	COc1cccc(NC(=S)N(C)C2CCN(C)CC2)c1	-19	-7	3	1	-15	-0.7	6	-3	1	2	-14

Screens: PubChem BioAssay, several laboratories
